Screens: PubChem, Sanford-Burnham Center for Chemical Genomics
MIN6 prolif – MIN6 beta-cell proliferation induction | MIN6 cells proliferation, ATPlite luminescence, 48 h; cells starved in 0.2% serum; 100% = growth in 10% serum | proliferation, % at 10 µM | hit rate 0.29% among 330,000 | AID 2380;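 active = compounds whose signal lies at least 3.5 SD above the mean of all wells on their plate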;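 also: 0% = DMSO-treated cells in low-serum medium and 100% = 10% serum control; some compounds called inactive have numbers as strong as hits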
NALP3 yeast inh – blocks the NALP3 inflammasome reconstituted in yeast | Yeast reconstituted NLRP3/ASC/caspase-1, beta-gal luminescence, 24 h | inhibition, % at 10 µM | hit rate 0.39% among 330,000 | AID 2825;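 active = inhibition of 50% or more; inactive = inhibition below 50%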;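 also: plate controls were induced DMSO wells for no effect and uninduced yeast grown without galactose for full effect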
tim10-1 inh – tim10-1 yeast growth inhibition | S. cerevisiae tim10-1 ts strain growth, BacTiter-Glo, 24 h | inhibition, % at 20 µM | hit rate 2.2% among 330,000 | AID 463190;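 active = inhibition of at least 40%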;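 also: mutant grown at 25 °C; 0% = DMSO wells with yeast and 100% = wells holding no yeast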
NR3A LBD binder – NR3A (human) ligand-binding domain modulation. hit rate 2.5% among 340,000. AID 1259313. NR3A LBD differential scanning fluorimetry, Tm shift; 0% = protein alone, 100% = glycine-bound protein. Tm shift relative to glycine control, % at 25 µM;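 active = melting temperature shift of at least 10% of the positive control shift, at one fixed dose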
MPTP inh – inhibitors of mitochondrial permeability transition pore; hit rate 1.4% among 360,000; AID 602449; isolated mouse mitochondria, Ca2+ swelling absorbance, 30 min; inhibition, % at 10 µM;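 active = inhibition of 50% or more, scaled per plate between neutral and stimulator controls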;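 also: 0% = DMSO wells given calcium and 100% = 1 mM EGTA wells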
APJ antag – antagonists of human APJ apelin receptor; P35414; CHO-K1 APJ beta-arrestin complementation, luminescence; inhibition, % at 20 µM; hit rate 0.32% among 330,000; AID 2521;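 active = inhibition above about 40% at 20 µM, limit read from the data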;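 also: cells challenged with 10 nM apelin-13 agonist together with compound; plate controls were apelin-13 plus DMSO wells for no effect and DMSO wells lacking apelin-13 for full effect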
Target sequence (P35414 whole entry, looked up): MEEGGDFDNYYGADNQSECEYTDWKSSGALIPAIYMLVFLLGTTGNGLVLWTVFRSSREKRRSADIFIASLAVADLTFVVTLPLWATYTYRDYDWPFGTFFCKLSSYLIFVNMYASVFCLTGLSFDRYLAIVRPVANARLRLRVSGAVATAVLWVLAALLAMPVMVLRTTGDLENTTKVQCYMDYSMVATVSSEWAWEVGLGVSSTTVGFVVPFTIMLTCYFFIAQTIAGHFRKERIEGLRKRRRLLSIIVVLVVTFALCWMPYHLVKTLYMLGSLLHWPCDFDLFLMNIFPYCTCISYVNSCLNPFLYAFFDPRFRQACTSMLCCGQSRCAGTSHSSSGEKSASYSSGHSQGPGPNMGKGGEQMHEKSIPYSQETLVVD
tim23-1 inh – tim23-1 yeast growth inhibition; inhibition, % at 20 µM; AID 463212; hit rate 1.3% among 330,000; S. cerevisiae tim23-1 growth, BacTiter-Glo luminescence, 24 h;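 active = growth inhibition of the mutant yeast at or above 50%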;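 also: temperature-sensitive mutant grown at 25 °C; plate controls were DMSO-treated mutant yeast for no effect and medium wells lacking yeast for full effect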
TIM10 inh – growth inhibitors of TIM10 yeast strain; AID 463195; hit rate 1.4% among 330,000; inhibition, % at 10 µM; S. cerevisiae TIM10 strain growth, BacTiter-Glo luminescence, 24 h;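 active = inhibition of 40% or more at the single tested concentration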;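 also: wild-type TIM10 isogenic control strain grown at permissive 25 °C; 0% = DMSO yeast wells and 100% = minimal medium wells without yeast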
APJ ag – activates the human apelin receptor APJ; activation, % at 20 µM; hit rate 0.11% among 330,000; CHO-K1 APJ PathHunter beta-arrestin, luminescence; 0% DMSO wells, 100% apelin; P35414;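 active = activation more than six SD over the plate average, tested at 20 µM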;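 also: 0% = DMSO alone and 100% = apelin-13 at 10 nM; some results filed as inactive read as strong as hits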
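Assay system: engineered CHO-K1 APJ arrestin reporter cells; Amount: 1000 CHO-K1 reporter cells seeded per well; Dosing: one dose, 20 µM compound, 1% DMSO; Times: compound stimulation 90 min at 25 °C, detection 60 min; Measured by: luminescent beta-gal fragment complementation, chemiluminescent substrate; Read-out: APJ–arrestin association signal; Controls: DMSO vs Apelin-13 10 nM.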
* = called active by the depositor. Outcome played no part in choosing rows; overall some 7.2% were active at least once.

A first look:
molecule,APJ antag,MIN6 prolif,APJ ag,NALP3 yeast inh,NR3A LBD binder,MPTP inh,tim10-1 inh,tim23-1 inh,TIM10 inh
Cc1ccc(S(=O)(=O)N(Cc2ccccc2)Cc2ccco2)cc1,1,-6,-5,-1,-1,1.6,11,12,4
COc1ccc(CCNc2ccc(N3C(=O)CC(C)C3=O)cc2[N+](=O)[O-])cc1OC (centres undefined),1,-2,0,-2,-2,96*,9,11,10

The listing, from the start:
molecule,APJ antag,MIN6 prolif,APJ ag,NALP3 yeast inh,NR3A LBD binder,MPTP inh,tim10-1 inh,tim23-1 inh,TIM10 inh
Cc1ccc(S(=O)(=O)N(Cc2ccccc2)Cc2ccco2)cc1,1,-6,-5,-1,-1,1.6,11,12,4
COc1ccc(CCNc2ccc(N3C(=O)CC(C)C3=O)cc2[N+](=O)[O-])cc1OC (centres undefined),1,-2,0,-2,-2,96*,9,11,10
O=C(NCCN1CCN(c2ccccc2)CC1)C1CCN(S(=O)(=O)c2cccc3nonc23)CC1,-9,-3,-2,6,-2,-0.6,-9,-27,1
COC(=O)N1C(=O)[C@](c2ccc(OC)cc2)(C(C)C)N1C(=O)OC,-3,5,-5,15,-1,-0.7,36,29,20
CCCC(C)NC(=O)CSc1nnc(-c2c[nH]c3ccccc23)o1 (centres undefined),2,-3,-3,-7,0,0.5,21,14,19
CCOc1ccc2ccccc2c1C(=O)N1CCN(c2ccccc2)CC1,-9,-1,1,15,0,-3.7,16,35,4
CC1CCC(=NNC(=O)Cc2cccn2C)CC1 (centres undefined),0,1,-2,14,0,-0.5,-8,7,-5
NS(=O)(=O)c1cccc(NC(=O)CSc2nnc(C3CC3)n2-c2ccccc2)c1,0,1,-3,-6,-1,2.2,7,8,-4
Cc1cc(C)c(NC(=O)COC(=O)/C=C/c2cccs2)c(C)c1,-3,-2,2,8,-1,-0.5,4,-6,-19
CCc1cc(C(=O)OC)c(NC(=O)CN2CCN(C(=O)c3ccco3)CC2)s1,-5,2,1,-3,-8,0.8,21,23,2
COC(=O)c1cc(=O)n(Cc2ccc(F)cc2)c(=Nc2ccccc2)s1,8,-7,-4,2,-1,2.2,11,18,7
CN(CC(=O)Nc1ccc(F)cc1)C(=O)C1CCN(C(=O)Nc2ccccc2)CC1,11,2,-1,-3,3,-0.3,3,11,8
CCOC(=O)c1sc(NC(=O)C(C)Sc2nnc(N)s2)nc1C (centres undefined),14,1,-2,22,-1,-0.5,11,7,-3
Cc1cc(N2CCCC2=O)c(N)cc1N,4,-1,-5,-12,-1,-0.9,-15,-4,-5
Cc1ccc(-c2nc(C(=O)NCC3CCCO3)cc3c2[nH]c2ccccc23)cc1 (centres undefined),-48,-8,5,-3,-6,0.2,29,40,11
Cc1ccc(/C(N)=N/OC(=O)Cc2cccc3ccccc23)cc1,-15,-5,1,13,-6,-0.5,57*,50*,62*
O=C(CN1CCN(C(=O)c2cccs2)CC1)Nc1ccc(Br)cc1,-10,-1,-1,10,2,-0.3,8,-5,-17
N#CC1(NC(=O)COC(=O)c2ccccc2[N+](=O)[O-])CCCCC1,3,0,2,15,6,1.0,12,14,-8
NC(=O)c1cc([N+](=O)[O-])ccc1NCc1cccnc1,-15,2,-3,14,-2,1.0,-3,10,14
COCCCNC(=O)C1CCN(c2nc(C)cc(C)n2)CC1,-26,-2,-2,-6,-1,-1.3,10,9,-1
CCNC(=O)C1CC(=O)N(Cc2ccc3c(c2)OCO3)C(=Nc2ccc(OCC)cc2)S1 (centres undefined),-1,1,-2,9,6,3.6,-5,-15,-22
Cc1cc(NCCCN2CCOCC2)n2c(nc3ccccc32)c1C#N,8,-4,-1,10,1,-0.8,4,-14,7
O=C(Nc1ccc(Cl)cc1C(F)(F)F)C(Sc1nnc(-c2cccs2)o1)c1ccccc1 (centres undefined),18,0,-2,10,22*,17,27,30,16
CCCN(CC(=O)Nc1ccc(Cl)cc1Cl)C(=O)/C=C/c1cccc([N+](=O)[O-])c1,6,-5,-2,1,-6,2.7,39,18,13
COc1cc(NC(=O)CSc2nc3c(c(=O)n(C)c(=O)n3C)n2C)cc(OC)c1,5,-2,-2,11,0,-0.4,-3,-10,-7
Cc1c(OCc2ccccc2)cccc1OCc1ccccc1,-9,-7,0,13,5,2.9,2,11,14
C[C@H](CO)N1C[C@H](C)[C@@H](CN(C)C)Oc2c(NS(=O)(=O)c3ccccc3)cccc2C1=O,11,1,0,6,-3,-0.2,10,15,-2
CCOc1ccc(S(=O)(=O)Nc2cccc(C(=O)NCCCn3ccnc3)c2)cc1,-1,-1,0,25,3,0.5,-8,0,-27
CSc1cccc(NC(=O)COC(=O)C2CCN(S(=O)(=O)c3ccccc3)CC2)c1,9,2,-2,22,5,-0.6,12,33,-4
O=C(c1cccc(-c2nnc(-c3ccccc3)o2)c1)N1CCCCC1,-1,9,0,13,0,-2.1,16,18,5
COc1ccc(CC(=O)NNc2ncnc3c2cnn3-c2ccc(C)cc2)cc1,-5,-1,-1,4,10,0.1,-14,-14,-3
Cc1ccc(C)c(OCCC(=O)OCC(=O)NC2CCCC2)c1,14,-1,-7,19,3,0.1,10,21,-9
CC(=O)Nc1ccc(/C=C/c2nc3ccccc3[nH]c2=O)cc1,1,0,-3,-2,-2,1.6,-3,37,6
Cc1cc(/C=C2/NC(=O)NC2=O)c(C)n1-c1ccc(C#N)cc1,14,-2,-2,12,-1,-0.7,-4,-2,0
CN(C)CCNC(=O)Nc1ccc(F)cc1F,3,6,-3,15,-2,-0.4,-11,-4,2
CCc1ccccc1NC(=O)c1cnn(-c2ccccc2)c1C,10,-2,3,52*,0,0.2,-8,29,-15
CN(C)S(=O)(=O)c1ccc(C(=O)NCC2CC2(Cl)Cl)cc1 (centres undefined),5,0,-3,18,-1,-1.0,-13,6,7
COc1cccc(C(=O)NCC(=O)N/N=C(C)\C=C\c2ccccc2)c1,-2,-4,2,8,1,-1.8,14,4,5
C=CCOc1ccc(CNCc2cccnc2)cc1,-14,0,6,43,1,-0.2,-40,-57,-39
COc1ccc(NC(=O)CSc2n[nH]c(-c3ccco3)n2)cc1,4,0,0,12,-6,0.0,8,6,8
CN(C)Cc1ccccc1CCc1ccccc1,9,-2,-2,10,0,1.6,6,5,4
CC1(C)Cc2cccc(OCC(=O)OCc3nnc(-c4ccc([N+](=O)[O-])cc4)o3)c2O1,-5,-1,1,3,0,-0.1,6,16,-6
CCOC(=O)C(=CNc1cccc(C)n1)C(=O)OCC,-16,-2,8,20,1,-1.1,-7,-22,-5
Cc1cc(C)c(C)c(C(=O)c2ccccc2C(=O)O)c1C,13,-2,-3,13,2,0.5,-6,13,6
Cc1c(C(=O)Nc2cccc(-c3nnc4n3CCCCC4)c2)oc2ccccc12,6,-4,1,1,-7,1.3,4,2,13
O=C(Nc1ccc2oc(=O)ccc2c1)c1ccc(-c2cccc([N+](=O)[O-])c2)o1,-8,-7,4,10,35*,4.1,2,-16,7
CC(CC(=O)N1CCN(c2ccccc2)CC1)S(=O)(=O)c1ccc2c(c1)NC(=O)CO2 (centres undefined),-15,-1,9,10,0,-0.1,-10,-8,-7
O=C1NC(CCc2ccccc2)C(=O)N1Cc1cccc2ccccc12 (centres undefined),-13,0,0,11,-12,-4.1,-16,2,15
COc1ccc(/C=N/NC(=O)c2ccccc2NC(=O)c2ccco2)c(OC)c1,5,-3,-5,15,-2,3.9,-16,-12,-1
Cc1cc(=O)[nH]c(Nc2ccc(Cl)cc2)n1,-7,0,-1,6,0,-0.5,7,4,-5
CCOC(=O)CNc1c(-c2ccc(O)cc2)nc2ccc(Cl)cn12,-17,-2,0,12,0,-2.9,19,42,24
CC12CCC(c3c(C(=O)N4CCOCC4)nn(-c4ccccc4)c31)C2(C)C (centres undefined),5,-2,-3,15,0,-1.9,22,40,13
CC(C)NC(=O)c1ccccc1NC(=O)c1ccccc1N(C)S(C)(=O)=O,16,-1,-5,3,0,-1.1,14,-3,10
CCCCC(=O)Nc1ccccc1C(=O)OCC(=O)c1ccc2c(c1)OCCO2,-11,0,-6,12,-6,-1.1,4,10,7
N#Cc1nc(-c2cccc3ccccc23)oc1NCC1CCCO1 (centres undefined),3,-3,0,1,-4,2.1,30,54*,33
CC1=Nn2c(nnc2-c2ccccc2)SC1,-2,-1,5,9,-1,-0.6,12,15,-4
CC(C)(C)OC(=O)NC1CNNC1=O (centres undefined),4,3,0,-8,1,-0.1,0,-4,-12
Cn1cc(CNCc2ccc(OC(F)(F)F)cc2)c(-c2ccc3c(c2)OCCO3)n1,-10,-6,1,-9,-1,102*,15,26,-6
COc1cccc(-c2nc(CS(=O)(=O)CC(=O)NC3CCCCCC3)c(C)o2)c1,20,-3,-4,10,0,-0.7,23,22,15
Cc1ccc2[nH]cc(CCNC(=O)CN3C(=O)c4ccccc4C3=O)c2c1,1,-2,-4,8,0,-0.4,6,6,11
CCCSc1ccc([C@@H]2[C@@H]3C(=O)N(CC)C(=O)[C@@H]3[C@]3(C(=O)OC)CCCCN23)cc1OC,-2,-4,-2,2,1,0.2,24,19,3
O=C(NC(Cc1c[nH]c2ccccc12)C(=O)N/N=C/c1ccc(Cl)cc1)c1cccs1 (centres undefined),-7,-5,-1,5,20*,0.5,26,25,15
